Source: PubChem
Salmonella PhoP GFP – Inhibition of PhoP regulon, Salmonella typhi GFP reporter cells, confirmation, 4 h (AID 1850); one-dose inhibition, % at 50 µM; IC50 in µM for titrated hits; 310,000 tested, 0.33% active; Salmonella Typhi PhoP-promoter GFP reporter, fluorescence, 4 h; higher % means a stronger effect; in the data active = a potency from the dose series; inconclusive = inhibition mostly from about 25% at the one dose, without a potency; inactive = the rest, 99 in 100 with inhibition below about 19%;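 also: 0% = induced wells with vehicle and 100% = uninduced wells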
inhibitors of VEEV – inhibitors of VEEV TC-83 cytopathic effect, confirmation, Vero cells (AID 588727); Vero cells, VEEV TC-83 cytopathic effect inhibition; higher % means a stronger effect; inhibition, % at 20 µM, or IC50 in µM where a hit was titrated; 350,000 tested, 0.13% active; in the data active = a potency from the dose series; inconclusive = inhibition mostly from about 14% at the one dose, without a potency; inactive = the rest, 99 in 100 with inhibition below about 12%; also: strong numbers were not always called active
M. tuberculosis – growth inhibition of non-replicating M. tuberculosis (AID 488890); Mycobacterium tuberculosis non-replicating, growth inhibition; higher % means a stronger effect; inhibition, % at 25 µM; hits with a dose series show IC50 in µM; 320,000 tested, 0.39% active; in the data active = a potency from the dose series; inconclusive = inhibition mostly from about 82% at the one dose, without a potency; inactive = the rest, 99 in 100 with inhibition below about 76%;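 also: plate controls were DMSO cells for no effect and high antibiotic wells for full effect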
M. tuberculosis HTS – M. tuberculosis growth inhibition, HTS (AID 449762). M. tuberculosis H37Rv growth inhibition, 7H9 media; higher % means a stronger effect. inhibition, % at 25 µM; hits with a dose series show IC50 in µM. 330,000 tested, 0.59% active; in the data active = a potency from the dose series; inconclusive = inhibition above about 70% without an active follow-up result;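 also: bacterial growth assessed after seven days of incubation; strong numbers were not always called active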
H1N1 NS1A inhibition – H1N1 influenza NS1A inhibitors, functional cell based assay (AID 504329); 340,000 tested, 0.3% active; NS1A functional cell-based assay, percent inhibition; higher % means a stronger effect; one-dose inhibition, % at 12.5 µM; IC50 in µM for titrated hits; in the data active = a potency from the dose series; inconclusive = inhibition above about 27% without an active follow-up result; also: strong numbers were not always called active
inhibitors of VEEV 10K pilot screen – recorded beside inhibitors of VEEV, whose call it bears; inhibition, %; measured here: 10K pilot screen inhibition
Starred values were filed as active, the others as inactive; i = inactive; u = inconclusive; x = not tested or not shown.

SMILES | Salmonella PhoP GFP | inhibitors of VEEV | M. tuberculosis | M. tuberculosis HTS | H1N1 NS1A inhibition | others
O=C(N/N=C/C=C/c1ccccc1)c1cccs1 | 13% | i | i | u | -4%
O=c1c2ccccc2nc(N2CCN(c3ccccc3)CC2)n1Cc1ccccc1 | -8% | 5.3% | x | 1% | 3%
COc1cc(OC)c(NS(=O)(=O)c2cc(C(=O)OCC(=O)NCC3CCCO3)ccc2OC)cc1Cl (centres undefined) | 4% | 1.1% | 8% | 8% | -3%
CC(C)CCn1cnc2c(c1=O)c1nc3ccccc3nc1n2Cc1ccc2c(c1)OCO2 | x | 1.4% | x | x | 1%
Cc1ccc(/C=N/NC(=O)C2(C)CC2(Br)Br)cc1 (centres undefined) | -5% | 0.4% | 15% | -7% | 3%
Cc1ccc(NNc2c(C)nc3ccccc3nc2=O)cc1 | -4% | 2.4% | -19% | 42% | x
Brc1ccc(-c2ncc(-c3ccccc3)cn2)cc1 | -1% | 3.7% | -1% | 0% | -5%
O=C(c1ccc(OCc2cn3ccccc3n2)cc1)N1CCN(S(=O)(=O)c2ccccc2F)CC1 | x | 6.3% | x | x | -9%
Cc1ccccc1NC(=O)N1CCNC(=O)C1CC(=O)Nc1cc(Cl)ccc1Cl (centres undefined) | -2% | 7.4% | 16% | -12% | -4%
CC1CCCN(C(=O)C2CCN(S(=O)(=O)c3cccc4nsnc34)CC2)C1 (centres undefined) | 8% | 2.0% | -5% | 0% | 9%
Cc1ccc(S(=O)(=O)/N=c2\ccc(Cl)cn2C(F)F)cc1 | 2% | i | -2% | -5% | 11%
Cc1c(S(=O)(=O)N2CCN(C(=O)c3ccco3)CC2)c(=O)n(C)c(=O)n1C | -3% | 6.7% | -10% | -8% | -2%
Cc1ccc2[nH]cc(CCNC(=O)c3cccs3)c2c1 | 3% | 0.1% | -2% | 3% | -2%
COc1ccccc1NS(=O)(=O)c1ccc2nc(CCl)[nH]c2c1 | 11% | 1.3% | -2% | 0% | -5%
CC(SC1=NCCN1S(C)(=O)=O)c1ccccc1 (centres undefined) | 6% | 2.7% | -1% | -4% | 6%
Cc1ccc(N(CC(=O)N2CCCCC2)S(=O)(=O)c2ccc(C)cc2)cc1 | 2% | 0.5% | -9% | 5% | 1%
COc1cc(/C=N/NC(=S)Nc2cccnc2)cc(OC)c1OC | 4% | 1.1% | -1% | -8% | -2% | inhibitors of VEEV 10K pilot screen=1.8
CC(C)(C)OC(=O)N1CCC[C@H]1c1nnc(SCc2ccc(Cl)cc2)o1 | 18% | i | 12% | -4% | 11%
O=C(NC1CCS(=O)(=O)C1)c1cc(-c2ccccc2)nc2ccccc12 (centres undefined) | -12% | 1.3% | 4% | -3% | 5%
c1ccc2c(NC3=NCCCCS3)cccc2c1 | 8% | i | -15% | 0% | 2%
COc1ccccc1/C=C/C(=O)Nc1cccc(S(=O)(=O)N2CCOCC2)c1 | x | 11% | 18% | -4% | -18%
O=C(COC(=O)C1=COCCO1)Nc1c(F)cccc1F | 0% | 0.2% | -5% | 33% | -21%
O=C(NCC1CCCCC1)c1cccc([N+](=O)[O-])c1 | -6% | 0.2% | x | 4% | 0%
COc1cc2c(=O)n(Cc3ccccc3)c(=O)n(CC(=O)C(C)(C)C)c2cc1OC | 17% | x | -1% | -4% | x
Cc1cccc(NC(=O)CN2CCN(CC(=O)Nc3ccc(-c4ccccc4)cc3)CC2)c1C | -6% | i | 4% | 5% | 5%
COc1ccc(S(=O)(=O)Nc2cc3[nH]c(=O)oc3cc2C)cc1 | 1% | i | 1% | -1% | 2%
C=C(C)c1ccccc1NC(=O)CCN1C(=O)c2ccccc2S1(=O)=O | 2% | 0.5% | 1% | 0% | 8%
CCOC(=O)CN1C(=O)N[C@@H](c2ccccc2)C(C(=O)OC)=C1C | -2% | i | -19% | 4% | 15%
CCOC(=O)c1ccc(NC(=S)Nc2cc(C)cc(C)n2)cc1 | 8% | 1.4% | 46% | 48% | 2%
O=c1[nH]c(=O)n(CCc2ccccc2)c(O)c1C=NCCN1CCNCC1 | 0% | i | -6% | -18% | 19%
Cc1cc(C(=O)Nc2ccc(OCc3ccccc3)cc2)c(C)o1 | 5% | 0.5% | 3% | 16% | 0%
CN(C(=O)Cn1cnc([N+](=O)[O-])n1)C1CCCCC1 | -10% | i | 0% | 4% | -13%
COc1ccc(NC(=S)NCCCN2CCCC2)cc1 | -15% | 0.1% | -24% | -8% | -4%
COc1ccc(C)cc1NC(C)C(=O)NC(=O)NC1CCCCC1 (centres undefined) | x | 3.1% | 24% | 9% | 1%
CC(=O)Nc1c(C)ccc(CNC(=O)COc2cc(C)ccc2C)c1C | -6% | 3.0% | -7% | -4% | 7%
Cc1ccc2c(c1)CCCN2S(=O)(=O)c1cccc(C(=O)Nc2ccccc2C(=O)O)c1 | -4% | >25µM* | 46% | -16% | -9%
CCc1c(C)c2c(C)nn(-c3ccccc3)c2[nH]c1=O | 0% | 5.5% | -11% | 2% | 4%
COc1ccc(C)cc1NS(=O)(=O)c1ccc(NC(=O)CN(c2cc([N+](=O)[O-])ccc2C)S(C)(=O)=O)cc1 | 1% | 4.4% | 47% | 1% | 28%
COc1ccc(NS(=O)(=O)c2ccc(NC(=S)NC(=O)c3ccc(Br)cc3)cc2)nn1 | 8% | 0.9% | 53% | -5% | 6%
CC(=O)NS(=O)(=O)c1ccc(NC(=S)Nc2ccccc2)cc1 | -4% | 0.5% | 28% | -4% | 2%
CC1CCC(NC(=O)c2cnccn2)CC1 (centres undefined) | 6% | 1.4% | 74% | -1% | 3% | inhibitors of VEEV 10K pilot screen=0.7
O=C(NCc1ccccn1)c1ccc(Cn2c(=S)[nH]c3ccccc3c2=O)cc1 | -5% | 1.4% | 15% | 2% | 6%
O=S(=O)(NCCSCc1ccc(Cl)c(Cl)c1)c1ccc2c(c1)OCCO2 | 8% | 0.4% | 22% | 4% | 8%
O=C(O)/C(=C\c1ccc(Cl)c([N+](=O)[O-])c1)c1ccc(S(=O)(=O)N2CCCCC2)s1 | 4% | 3.3% | 26% | -3% | 0%
CCOc1ncccc1C(=O)OCC(=O)Nc1nnc(-c2ccccc2)o1 | -7% | 3.7% | u | 50% | -3%
CCCn1nc(NC(=O)c2ccncc2)c2cc3ccccc3nc21 | 15% | 10% | 11% | 12% | -5%
CCOC(=O)[C@@H]1[C@H]2COc3ccccc3[C@H]2N2C(=O)N(c3cccc(Cl)c3)C(=O)[C@@]12C | -17% | i | 29% | 49% | 16% | inhibitors of VEEV 10K pilot screen=1.6
CC(OC(=O)CNC(=O)c1ccccc1F)C(=O)Nc1nc(-c2ccccc2)cs1 (centres undefined) | 0% | i | 26% | -6% | 1%

For reference, part of the list above.
SMILES | Salmonella PhoP GFP | inhibitors of VEEV | M. tuberculosis | M. tuberculosis HTS | H1N1 NS1A inhibition | others
CC(=O)Nc1c(C)ccc(CNC(=O)COc2cc(C)ccc2C)c1C | -6% | 3.0% | -7% | -4% | 7%
Cc1ccc2c(c1)CCCN2S(=O)(=O)c1cccc(C(=O)Nc2ccccc2C(=O)O)c1 | -4% | >25µM* | 46% | -16% | -9%
CCc1c(C)c2c(C)nn(-c3ccccc3)c2[nH]c1=O | 0% | 5.5% | -11% | 2% | 4%
COc1ccc(C)cc1NS(=O)(=O)c1ccc(NC(=O)CN(c2cc([N+](=O)[O-])ccc2C)S(C)(=O)=O)cc1 | 1% | 4.4% | 47% | 1% | 28%
COc1ccc(NS(=O)(=O)c2ccc(NC(=S)NC(=O)c3ccc(Br)cc3)cc2)nn1 | 8% | 0.9% | 53% | -5% | 6%
CC(=O)NS(=O)(=O)c1ccc(NC(=S)Nc2ccccc2)cc1 | -4% | 0.5% | 28% | -4% | 2%
CC1CCC(NC(=O)c2cnccn2)CC1 (centres undefined) | 6% | 1.4% | 74% | -1% | 3% | inhibitors of VEEV 10K pilot screen=0.7
O=C(NCc1ccccn1)c1ccc(Cn2c(=S)[nH]c3ccccc3c2=O)cc1 | -5% | 1.4% | 15% | 2% | 6%
O=S(=O)(NCCSCc1ccc(Cl)c(Cl)c1)c1ccc2c(c1)OCCO2 | 8% | 0.4% | 22% | 4% | 8%
O=C(O)/C(=C\c1ccc(Cl)c([N+](=O)[O-])c1)c1ccc(S(=O)(=O)N2CCCCC2)s1 | 4% | 3.3% | 26% | -3% | 0%
CCOc1ncccc1C(=O)OCC(=O)Nc1nnc(-c2ccccc2)o1 | -7% | 3.7% | u | 50% | -3%
CCCn1nc(NC(=O)c2ccncc2)c2cc3ccccc3nc21 | 15% | 10% | 11% | 12% | -5%
CCOC(=O)[C@@H]1[C@H]2COc3ccccc3[C@H]2N2C(=O)N(c3cccc(Cl)c3)C(=O)[C@@]12C | -17% | i | 29% | 49% | 16% | inhibitors of VEEV 10K pilot screen=1.6
CC(OC(=O)CNC(=O)c1ccccc1F)C(=O)Nc1nc(-c2ccccc2)cs1 (centres undefined) | 0% | i | 26% | -6% | 1%

Additional results:
SMILES | Salmonella PhoP GFP | inhibitors of VEEV | M. tuberculosis | M. tuberculosis HTS | H1N1 NS1A inhibition | others
COc1cc(/C=C2/C(=O)NN(c3cccc(C)c3)C2=O)cc([N+](=O)[O-])c1O | 15% | 1.3% | x | 10% | 13%
CCn1nnc(NC(=O)C(C)Oc2ccc(Cl)cc2Cl)n1 (centres undefined) | -4% | 2.8% | 63% | -4% | -30%
CC(C)C(C(=O)Nc1ccncc1)c1ccc(Cl)cc1 (centres undefined) | 0% | i | 14% | 1% | 1%
Cc1cccc(Nc2nc(N)nc(CC(=O)CSc3ccc(Cl)cc3)n2)c1 | 7% | x | -12% | -8% | x
CSc1nc(SC(C)C(=O)O)c2c3c(sc2n1)COC(C)(C)C3 (centres undefined) | 6% | 0.7% | 0% | 4% | 2%
COc1ccc(N2CCN(S(=O)(=O)c3ccc(Cl)c(C(F)(F)F)c3)CC2)cc1 | -1% | i | -3% | -8% | -5%
Cc1ccc(/C=C/C(=O)N2CCN(c3ccc(F)cc3)CC2)o1 | -3% | 0.2% | 70% | -3% | 2%
O=S(=O)(Nc1ccc(S(=O)(=O)N2CCCC2)cc1)c1ccc(F)cc1F | x | u | -2% | -2% | -12%
CCn1c(-c2nn(-c3ccccc3)ccc2=O)n[nH]c1=S | -7% | 0.5% | 1% | -2% | 12%
CC(=O)NCC(=O)N(C)C(C(=O)Nc1ccc(C(C)C)cc1)c1ccccc1 (centres undefined) | 17% | i | 2% | 1% | 6%
O=[N+]([O-])c1cccc(N(CC(O)CN2CCCC2)S(=O)(=O)c2ccccc2)c1 (centres undefined) | -5% | 0.5% | 34% | -5% | -1%
CCOc1cc(S(=O)(=O)NCCN2CCOCC2)c(C)cc1C | -1% | 0.2% | 4% | -2% | 0%
O=S(=O)(Cc1ccccc1)Oc1ccccc1 | 8% | 1.2% | 8% | -3% | -2%
COc1ccc(CNC(=O)c2cc3c(s2)CN(Cc2ccccc2)C3)cc1 | 3% | 1.3% | 28% | 6% | -5%
COc1cccc(N2[C@@H](CC(C)=O)c3ccccc3S2(=O)=O)c1 | -7% | 1.3% | -4% | -3% | -16%
Cc1onc(-c2ccccc2)c1C(=O)Nc1sc2c(c1C(N)=O)CCC2 | -10% | 8.4% | 38% | 3% | 4%
O=C(CSc1nc2ccccc2c(=O)n1Cc1ccc(C(=O)NC2CC2)cc1)NCc1ccco1 | -15% | 2.8% | 14% | 1% | 0%
O=C(c1cnc(Cl)c(Cl)c1)N1CCN(S(=O)(=O)c2ccc3ccccc3c2)CC1 | x | i | x | x | -9%
CC(=O)Nc1ccc(-c2csc(N/N=C(/C)c3ccccc3)n2)cc1 | -2% | 12% | 34% | -4% | 6%
CN(C)CCCNc1ccc(-c2cc(Nc3cccc(Cl)c3)ncn2)cn1 | 1% | 4.5% | -3% | -8% | 7%

3 records picked at random from those above, as already listed:
SMILES | Salmonella PhoP GFP | inhibitors of VEEV | M. tuberculosis | M. tuberculosis HTS | H1N1 NS1A inhibition | others
O=C(c1cnc(Cl)c(Cl)c1)N1CCN(S(=O)(=O)c2ccc3ccccc3c2)CC1 | x | i | x | x | -9%
COc1cccc(N2[C@@H](CC(C)=O)c3ccccc3S2(=O)=O)c1 | -7% | 1.3% | -4% | -3% | -16%
COc1ccc(CNC(=O)c2cc3c(s2)CN(Cc2ccccc2)C3)cc1 | 3% | 1.3% | 28% | 6% | -5%
